hgDAF-12 ag – hgDAF-12 agonism, primary luciferase screen. HEK293 GAL4-hgDAF12 UAS-luciferase reporter, agonist luminescence; normalized to butyrate control. activation, % at 6.8 µM. 1.8% of 370,000 active. AID 687014;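 active = activation above a cutoff set at the mean of all screened compounds plus 3 SD, cut at about 10% in these data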;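 also: 0% = DMSO wells and 100% = sodium butyrate wells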
proKLK7 act – activators of human kallikrein-7 zymogen. purified proKLK7, EDANS-DABCYL substrate fluorescence; 100% is mature enzyme control, 0% vehicle. 0.9% of 370,000 active. activation, % at 7 µM. P49862;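 active = activation above the mean of all tested compounds plus 3 SD, computed per campaign excluding outliers beyond control limits, cut at about 13% in these data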
GC-B act – GC-B (human) receptor activation | P20594 | HEK293-GC-B cells, CNP EC30, cGMP TR-FRET; 0% at EC30 CNP, 100% saturating CNP | activation, % at 10 µM | 0.11% of 370,000 active | AID 1920062;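 active = activation at 10 µM reaching about 35% in either raw or pattern-adjusted values, limit read from the data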
SMARCA2 act – SMARCA2 function activation, primary screen; MG213 cells, MMTV-luciferase reporter, dexamethasone, overnight; activation, % at 9.1 µM; 1% of 370,000 active; AID 652017; in the data active = activation above about 7.8%;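 also: 0% = vehicle wells and 100% = reference activator wells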
DAX1 inh-1 – inhibitors of human orphan nuclear receptor DAX1 (NR0B1); HEK293 Gal4-DAX1 luciferase reporter, luminescence; inhibition, % at 6.75 µM; 0.99% of 340,000 active; AID 504766;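 active = inhibition above the mean over all tested compounds plus 3 SD, cut at about 4.2% in these data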;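 also: 0% = DAX1-transfected cells with DMSO and 100% = empty-vector control cells with DMSO; inhibition shows as a rise in luminescence from relieved DAX1 repression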
hcDAF12 agonist – H. contortus DAF-12 activation, primary screen; HEK293 hcDAF-12 lit1-tk-luc reporter, luminescence; 0% DMSO, 100% Δ7-dafachronic acid; activation, % at 6.8 µM; 1.4% of 370,000 active;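 active = activation above the mean of all tested compounds plus 3 SD, cut at about 5.5% in these data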;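 also: 100% = response to 3 µM Δ7-dafachronic acid high control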
FXN GAA850 act – increases GAA850 frataxin promoter reporter activity; 0.56% of 360,000 active; HEK293 lucGAA850 FXN promoter luciferase reporter, 24 h; percent of 10 µM SAHA response; activation, % at 6 µM;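 active = activation above the average of all compounds screened plus 3 SD, cutoff fixed separately per campaign, cut at about 7.5% in these data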;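 also: 0% = DMSO wells and 100% = 10 µM SAHA wells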
DAX1 inh-2 – DAX1 (NR0B1) inhibition, primary screen | HEK293T StAR-luciferase reporter, SF-1/DAX-1 repression relief | inhibition, % at 6.8 µM | 1.1% of 370,000 active | AID 652010;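 active = inhibition above the mean over all tested compounds plus 3 SD, cut at about 3.6% in these data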;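 also: 0% = DAX-1 cells with DMSO and 100% = cells lacking DAX-1 with DMSO; higher inhibition means more luminescence from relief of DAX-1 repression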
ssDAF12 agonist – activators of S. stercoralis DAF-12 nuclear receptor; HEK293 ssDAF-12/GRIP1 lit1-tk-luc reporter, luminescence; % of 3 µM dafachronic acid response; activation, % at 6.8 µM; 1% of 370,000 active; AID 652126;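 active = activation above the mean over all tested compounds plus 3 SD, cut at about 0.9% in these data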;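 also: 0% = DMSO-only wells and 100% = 3 µM delta7-dafachronic acid wells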
HGIII-sPLA2 inh – Inhibits HGIII-sPLA2 liposome hydrolysis, primary screen. Q9NZ20. QFRET BODIPY PC-A2 liposome hydrolysis, fluorescence. inhibition, % at 12.2 µM. 0.56% of 370,000 active. AID 743126;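 active = inhibition above mean plus 3 SD of compounds lying within the high and low control bounds, cut at about 19% in these data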;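 also: 0% = median of test compound wells and 100% = no enzyme DMSO wells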
NPR1 activator – GC-A (human) enzyme activation; P16066; HEK293 GC-A cells, cGMP TR-FRET, EC30 ANP; 0% at EC30 ANP, 100% saturating ANP; activation, % at 10 µM; 0.14% of 370,000 active; AID 1671463; in the data active = activation above about 40%
Target sequence (P16066 whole entry, looked up): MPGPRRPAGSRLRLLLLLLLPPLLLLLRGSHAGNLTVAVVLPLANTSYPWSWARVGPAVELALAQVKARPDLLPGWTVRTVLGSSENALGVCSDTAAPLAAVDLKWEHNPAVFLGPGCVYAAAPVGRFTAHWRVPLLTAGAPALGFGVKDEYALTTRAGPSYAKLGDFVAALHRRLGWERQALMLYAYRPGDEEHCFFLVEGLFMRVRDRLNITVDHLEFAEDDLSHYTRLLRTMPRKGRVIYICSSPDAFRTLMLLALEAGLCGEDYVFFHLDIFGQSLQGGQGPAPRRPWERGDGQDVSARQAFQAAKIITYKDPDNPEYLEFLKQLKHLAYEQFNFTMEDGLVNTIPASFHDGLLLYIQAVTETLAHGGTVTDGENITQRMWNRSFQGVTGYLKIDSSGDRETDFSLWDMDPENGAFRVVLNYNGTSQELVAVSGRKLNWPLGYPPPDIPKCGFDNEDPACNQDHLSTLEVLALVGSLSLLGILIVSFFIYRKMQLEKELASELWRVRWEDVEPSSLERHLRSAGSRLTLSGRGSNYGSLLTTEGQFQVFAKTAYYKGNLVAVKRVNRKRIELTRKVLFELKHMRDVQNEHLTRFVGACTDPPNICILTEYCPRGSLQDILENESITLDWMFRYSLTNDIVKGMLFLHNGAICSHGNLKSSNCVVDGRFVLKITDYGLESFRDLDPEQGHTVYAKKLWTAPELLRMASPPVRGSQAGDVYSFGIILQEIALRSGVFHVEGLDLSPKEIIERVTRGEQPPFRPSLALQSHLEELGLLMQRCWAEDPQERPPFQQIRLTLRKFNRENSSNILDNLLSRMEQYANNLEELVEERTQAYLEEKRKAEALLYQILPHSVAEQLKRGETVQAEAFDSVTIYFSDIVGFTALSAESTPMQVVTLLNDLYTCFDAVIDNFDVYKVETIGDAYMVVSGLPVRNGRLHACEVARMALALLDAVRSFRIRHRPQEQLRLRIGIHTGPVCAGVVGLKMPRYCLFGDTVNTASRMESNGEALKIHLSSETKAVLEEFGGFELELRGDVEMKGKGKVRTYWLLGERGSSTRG
Numbers without * were called inactive; . = no result given.

SMILES | hgDAF-12 ag | proKLK7 act | GC-B act | SMARCA2 act | DAX1 inh-1 | hcDAF12 agonist | FXN GAA850 act | DAX1 inh-2 | ssDAF12 agonist | HGIII-sPLA2 inh | NPR1 activator
C=CCNC(=O)CN(c1ccc(F)cc1)S(=O)(=O)c1ccc(OC)cc1 | 0.2 | 0.0 | -2 | 0 | 1.0 | -2.4 | 1.1 | -0.5 | -1.2 | -1 | -7
CCOc1ccc2nc(C(C)O)[nH]c2c1 (stereo not given) | 0.8 | 0.0 | -8 | 2 | 4.2 | -0.1 | 1.4 | -0.5 | -0.3 | -2 | 2
Cc1cccc2c(N=NC(=O)c3ccc(NS(=O)(=O)c4cccs4)cc3)c(O)[nH]c12 | 2.5 | -0.4 | 6 | -2 | 0.5 | 4.7 | 4.0 | 1.1 | -0.8 | 13 | 2
CCOc1ccc(N(CC(=O)NCc2ccc(Cl)cc2)S(=O)(=O)c2c(C)noc2C)cc1 | 0.4 | -0.4 | 0 | 2 | -0.2 | -0.8 | -1.4 | 1.9 | -1.1 | 3 | -1
CCOC(=O)CNc1nc(Cl)nc(NC(C)(C)C)n1 | 3.6 | -0.3 | 2 | -3 | -0.5 | -0.3 | 3.0 | 0.6 | -1.3 | 6 | -2
CCOC(=O)Cc1c(C)nc2c(-c3cccc(Br)c3)c[nH]n2c1=O | -1.3 | -16 | -9 | -2 | 0.0 | 1.6 | 1.9 | -0.9 | -1.1 | -21 | 7
CN(C)c1ccc(NC(=O)C2CCCN(S(=O)(=O)c3ccccc3)C2)cc1 (stereo not given) | 2.2 | 0.1 | -1 | 1 | -2.9 | -1.8 | -1.6 | -0.9 | -1.9 | 9 | -3
Cn1ncc2c(Nc3ccccc3Cl)nc(Cl)nc21 | -0.8 | 0.5 | 0 | 1 | 0.8 | -3.2 | 2.0 | -0.1 | -1.5 | -3 | 5
Cc1nn(-c2ccc(F)cc2)c(Cl)c1C(=O)OC(C)C(=O)N(C)C1CCCCC1 (stereo not given) | -3.0 | 0.3 | 1 | -4 | -0.8 | -1.2 | -0.9 | -2.2 | -1.6 | -2 | 1
Cc1[nH]nc(SCC(=O)N2CCOCC2)c1[N+](=O)[O-] | -1.0 | 0.1 | 3 | 4 | 2.4 | 0.9 | 1.6 | 0.0 | -2.1 | 2 | 2
CSc1ccc(C(=O)C2CCCN(C(=O)c3ccsc3)C2)cc1 (stereo not given) | -2.5 | -0.1 | 3 | 3 | -0.1 | -0.3 | 1.2 | -0.3 | -1.5 | 1 | -6
CCC(=O)N1CCN(c2ccc(NC(=O)c3ccc(Br)o3)cc2)CC1 | 0.0 | 0.0 | -8 | 1 | -0.4 | -1.3 | 4.8 | 0.0 | -1.1 | 1 | 2
Cc1nc2ccccc2[nH]c1=O | 0.5 | 0.5 | 3 | -3 | 1.3 | 0.8 | 2.6 | 0.3 | -1.4 | 4 | -3
O=C1CCCCC1Nc1ccc([N+](=O)[O-])cc1 (stereo not given) | 2.6 | 0.1 | 4 | -1 | -0.4 | -1.9 | 1.8 | -1.3 | -1.4 | 8 | 1
O=C(NCCc1ccccc1Cl)[C@@H]1CCCN1C(=O)[C@@H](NC(=O)N1CCOCC1)c1ccccc1 | 3.0 | -0.2 | -1 | -4 | . | -1.3 | . | 1.4 | -0.7 | 11 | -2
O=C(NCCC(=O)N1CCCCC1)c1ccccc1Cl | 2.5 | -0.3 | 2 | 0 | 1.1 | 0.3 | 3.5 | -0.7 | -0.6 | -2 | 1
O=Nc1ccc(Cl)cn1 | 5.3 | 1.2 | 0 | 6 | . | -0.5 | . | 0.8 | -0.1 | -3 | 3
O=C(CCc1ccc(S(=O)(=O)N2CCOCC2)cc1)Nc1ccccc1F | -0.1 | 0.1 | 0 | 1 | -0.1 | -0.1 | 0.7 | 0.9 | -1.8 | -4 | 1
O=C(C[C@@H]1C/C=C/CC[C@H](Cc2ccc(F)cc2)C(=O)O[C@H](c2ccccc2)CNC1=O)NCCO | -0.8 | -0.4 | 2 | -1 | -0.1 | -0.7 | 5.8 | 0.1 | -1.2 | 1 | -1
CCN(CC)C(=O)c1cccc(NC(=O)CC23CC4CC(CC(C4)C2)C3)c1 | 0.8 | -0.7 | 3 | -3 | -0.6 | -2.3 | 2.7 | -0.1 | -0.8 | -5 | 0
Oc1ccccc1/C=N/NC(=S)NC1CC2CC1C1C=CCC21 (stereo not given) | 1.3 | -12 | 6 | 0 | 1.8 | 0.1 | 4.0 | 0.1 | -1.1 | 19 | 6
CC(C)OC(=O)/C(C#N)=C/c1c[nH]c2ccccc12 | 4.4 | 0.0 | 2 | 0 | -0.3 | -1.4 | 1.7 | -0.5 | -1.1 | -9 | 3
CCOc1ccc(N2C(=O)C3CCCN3C2=O)cc1 (stereo not given) | 1.4 | -0.2 | 3 | -4 | 1.5 | -0.4 | 2.3 | 0.7 | -1.3 | -2 | 1
CC(=O)N1CCc2cc(S(=O)(=O)NCCCN3CCC(C)CC3)ccc21 | 1.1 | 0.2 | 2 | 7 | -0.1 | -0.6 | -0.6 | 0.3 | -1.0 | 3 | 3
O=C(CSCc1ccc(Cl)cc1)N/N=C/c1ccco1 | -2.2 | 0.2 | -4 | 1 | 1.2 | -1.5 | 1.7 | -0.3 | -1.4 | -7 | 2
Cc1ccc2c(c1)cc(CN(Cc1cccs1)C(=O)c1ccco1)c1nnnn12 | 1.4 | 0.7 | -12 | 6 | -0.1 | -1.9 | -1.1 | -0.6 | -1.1 | 3 | -8
CCCS(=O)(=O)NC(=O)C1(C)CCN(C(=O)c2cc(C)n(C(C)(C)C)n2)C1 (stereo not given) | -3.7 | -0.5 | 3 | -4 | . | -1.2 | 0.6 | 0.2 | -1.7 | 12 | 2
CN(C)c1ccc(CNS(=O)(=O)c2ccc3c(c2)C(C)(C)C(=O)N3C)cc1 | -2.5 | 0.6 | 4 | 0 | 0.2 | 0.2 | -0.1 | -1.2 | -0.6 | 0 | -4
COc1cccc(S(=O)(=O)Nc2ccc3c(c2)C(=O)N(C)C[C@H](OC)[C@H](C)CN[C@@H](C)CO3)c1 | 1.0 | -0.1 | 3 | -1 | . | -2.5 | . | -0.3 | -1.4 | 16 | 4
CCn1c(Cn2nnc(-c3ccccc3)n2)nnc1SCC(=O)Nc1ccc(C(C)=O)cc1 | 3.4 | 0.2 | 1 | 5 | 1.1 | 1.5 | 3.5 | 1.7 | -0.5 | -15 | -2
CCC(C)NC(=O)C1CCCN(S(=O)(=O)c2ccc(-n3cnnn3)cc2)C1 (stereo not given) | 2.5 | -0.1 | 4 | 0 | 0.2 | -1.4 | -1.2 | -0.6 | -1.4 | -1 | 1
CCOc1ccc(C(=O)Nc2cccc([N+](=O)[O-])c2)cc1Br | 1.2 | 0.2 | 5 | -2 | 0.0 | -1.6 | 0.7 | 0.3 | -1.7 | 1 | 5
CCOc1ccc(CNn2nnnc2N)cc1 | 0.1 | 0.7 | 5 | 5 | 0.1 | -2.5 | -2.0 | -0.6 | -1.1 | 6 | 1
CCc1nnc(NC(=O)CCC(=O)NCc2ccc(C)cc2)s1 | 0.7 | -0.1 | 1 | -5 | -0.4 | -0.7 | 0.3 | -1.8 | -1.1 | 8 | -1
O=C(CCNC(=O)c1ccccc1Cl)Nc1nc2ccc(F)cc2s1 | 4.3 | -0.7 | -3 | 3 | 2.3 | 4.0 | 1.6 | 1.5 | -0.1 | 4 | 9
c1ccc(Cn2c(Cn3c(-c4cnccn4)nc4ccccc43)nc3ccccc32)cc1 | -0.5 | -9.6 | -6 | -3 | . | -1.9 | . | -2.7 | -1.4 | 15 | -22
COc1ccc2o/c(=N/NC(=O)c3cccs3)c(C(N)=O)cc2c1 | 6.6 | 0.6 | -4 | 0 | -0.9 | -0.9 | 5.8 | -0.2 | -1.2 | 4 | -2
NC(=O)C[C@H](N)c1cn([C@@H](CC(N)=O)C(=O)N2CCNCC2)nn1 | 1.6 | 0.8 | 1 | 0 | 2.1 | 1.4 | 0.2 | 0.3 | -0.4 | 3 | 0
Cc1cccc(NC(=S)NCc2ccccc2Cl)c1C | -0.5 | 0.1 | 4 | -2 | -0.4 | -0.8 | 1.4 | 0.4 | -0.3 | 18 | 11
Cc1c(Cl)cccc1NC(=S)N1CCCN(Cc2ccc(F)cc2)C1 | -1.2 | 0.5 | -5 | -2 | -1.1 | 0.2 | 1.0 | 0.6 | -1.0 | 0 | -4
CCCCNC(=O)Nc1ccc(C2SCCS2)cc1 | 4.2 | 0.2 | 3 | -3 | . | 3.3 | 1.9 | 0.6 | -1.0 | 9 | 4
O=C(NCCO)/C(=C/c1ccco1)NC(=O)c1ccco1 | -0.7 | 1.3 | 2 | 3 | -0.6 | -0.3 | 2.5 | 0.5 | -0.7 | -2 | -3
COc1ccc(C(=O)Nc2cc(C)on2)c(OC)c1 | 15* | 0.2 | 0 | 2 | 0.3 | 3.4 | 4.5 | 1.7 | -0.4 | 1 | -2
CCOC(=O)c1cncc(C#CCOC(=O)Nc2ccc(OC(F)(F)F)cc2)c1 | -3.1 | 0.0 | -2 | 5 | -1.4 | 0.5 | 1.5 | 0.3 | -0.8 | -1 | -4
O=C(O)C1C2CCC(O2)C1C(=O)Nc1ccc(O)cc1 (stereo not given) | -1.7 | 0.2 | -4 | -2 | -0.7 | -2.0 | 0.2 | 0.8 | -1.6 | 11 | 0
Cc1ccccc1C(=O)N1CCc2c([nH]c3ccccc23)C1C(F)(F)F (stereo not given) | -2.2 | 0.1 | 7 | -4 | -1.0 | 2.5 | -1.1 | -0.4 | -1.6 | -12 | -3
CC1(C(=O)NCc2ccccc2Br)CCN1Cc1ccc2ccccc2c1 (stereo not given) | -3.5 | 0.0 | -8 | -6 | . | -2.0 | 1.8 | -0.6 | -1.7 | -9 | -6
Cc1cc(N2CCN(C(=O)c3ccco3)CC2)c2ccccc2n1 | 0.3 | 0.9 | -3 | 1 | -1.1 | 1.1 | 1.2 | -0.1 | -0.6 | 2 | 1
CC(NC(=O)Cc1ccccc1[N+](=O)[O-])c1ccccc1 (stereo not given) | 5.8 | -0.3 | 1 | 1 | . | 6.3* | . | -0.2 | -0.5 | 23* | 1
CN1/C(=C\C(=O)c2cccnc2)C(C)(C)c2ccccc21 | -2.6 | 0.2 | -2 | 1 | -1.4 | -2.1 | 2.8 | -0.1 | -1.5 | 4 | -2
CCCn1nc(C(=O)Nc2nnc(CC)s2)c2ccccc2c1=O | -1.9 | -0.5 | 3 | -1 | 0.4 | -2.0 | 1.7 | 0.1 | -2.2 | 4 | -4

An unsorted share of the library. Share with any hit: about 6.7%.
